Keap1 Nrf2 FP = Keap1-Nrf2 (human) interaction inhibition; inhibition, % at 9.4 µM; AID 504523; actives 0.15% (n = 340,000); Q14145; Keap1 Kelch-Nrf2 peptide fluorescence polarization, 1536-well; in the data active = inhibition above about 12%;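 note: human Keap1 Kelch domain with fluorescein labeled Nrf2 9mer peptide probe; 0% = neutral control wells and 100% = peptide positive control; higher means more block of Keap1 binding to Nrf2 peptide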
Target sequence (Q14145 whole entry, looked up, the tested form may be a part): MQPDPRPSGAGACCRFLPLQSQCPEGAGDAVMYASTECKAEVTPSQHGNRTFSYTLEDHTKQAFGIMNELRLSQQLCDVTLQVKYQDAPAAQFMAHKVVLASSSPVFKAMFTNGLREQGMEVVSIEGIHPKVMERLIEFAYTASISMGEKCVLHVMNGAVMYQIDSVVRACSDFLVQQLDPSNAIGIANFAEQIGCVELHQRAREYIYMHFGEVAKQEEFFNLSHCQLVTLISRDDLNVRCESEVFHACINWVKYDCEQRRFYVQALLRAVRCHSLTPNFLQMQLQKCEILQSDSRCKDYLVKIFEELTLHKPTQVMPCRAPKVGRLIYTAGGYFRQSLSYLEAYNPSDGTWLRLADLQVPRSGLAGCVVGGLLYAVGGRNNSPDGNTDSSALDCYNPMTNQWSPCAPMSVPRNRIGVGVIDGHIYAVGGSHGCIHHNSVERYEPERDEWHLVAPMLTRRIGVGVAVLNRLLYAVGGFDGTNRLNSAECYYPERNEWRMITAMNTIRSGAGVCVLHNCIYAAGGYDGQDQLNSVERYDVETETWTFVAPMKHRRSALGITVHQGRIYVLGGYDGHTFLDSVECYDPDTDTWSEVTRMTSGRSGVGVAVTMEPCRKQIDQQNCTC
Wnt act = Wnt/beta-catenin pathway activation; Wnt/beta-catenin reporter cell assay, activator, plate reader; activation, % at 9.35 µM; actives 1.2% (n = 300,000); in the data active = activation above about 30%, passing the limit was not always enough;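 note: 0% = neutral control wells and 100% = positive control wells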
Cardiac RTF inh = cardiac RTF calcium desensitization. actives 0.12% (n = 340,000). IANBD-labeled cardiac RTF, Ca2+ fluorescence. inhibition, % at 7.15 µM. AID 493244. P19429+P45379;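 active = inhibition above the mean inhibition of all tested compounds plus 3 SD, cut at about 17% in these data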;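 note: assay run at fixed EC70 calcium of 1.6 mM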
RTF Ca sens act = increases calcium sensitivity of human cardiac regulated thin filaments; P19429+P45379; IANBD-labeled TnC RTF fluorescence at EC20 calcium; 0% EC20 calcium, 100% full calcium; activation, % at 7.2 µM; actives 0.24% (n = 340,000); AID 493008;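 active = activation above the mean over all tested compounds plus 3 SD, cut at about 30% in these data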;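 note: rise in fluorescence read as greater calcium sensitivity of cardiac thin filaments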
DSG3 Ab inh = inhibitors of pemphigus antibody binding to human desmoglein-3; P32926; DSG3-coupled beads, scFv-anti-DSG3-GFP binding, flow cytometry; stronger effect = lower value; binding (percent of control), % at 10 µM; actives 0.48% (n = 310,000);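 active = binding more than 3 SD below its plate's average and above zero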;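 note: hits lower antibody fragment binding to DSG3; some compounds called inactive have numbers as strong as hits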
OPRM1-OPRD1 ag = OPRM1-OPRD1 heterodimerization agonism; P35372+P41143; cells, luminescence; activation, % at 9.3 µM; actives 0.3% (n = 340,000); AID 504326; in the data active = activation above about 18%;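 note: 0% = vehicle-treated cells and 100% = reference agonist; values of inactives mirror those of a sister screen read the other way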
LANA DNA inh = blocks KSHV LANA C-terminal domain binding to DNA; inhibition, % at 9 µM; actives 0.078% (n = 340,000); MBP-C-LANA/FAM-LBS DNA binding, fluorescence polarization; AID 504423;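 active = highest replicate inhibition at or above 60% at 9 µM, even if other replicates fall short; inactive = all replicates below 60% inhibition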;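 note: 0% = neutral control wells and 100% = 4 µM acridine orange control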
Arrestin-AP2 inh = blocks beta-arrestin peptide binding to AP2 adaptin | FITC-arrestin peptide / GST-AP2 beads, flow cytometry; AP2 beta2 appendage carries R879A mutation | inhibition, % at 10 µM | AID 504490 | actives 0.31% (n = 340,000);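 active = inhibition above a set limit, near 3 SD of compounds lacking own fluorescence, cut at about 54% in these data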;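 note: plate controls were DMSO wells for no effect and 5 µM unlabelled arrestin peptide for full effect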
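test system = AP2 appendage R879A on GSH beads | buffer or medium = PBS plus Tween 20 (0.05%) and BSA (0.1%) | incubation = 12 min plus 1 h, RT | detection = bead flow cytometry, FITC channel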
MOR-DOR inv ag = inverse agonists of human mu-delta opioid receptor heterodimerization | inhibition, % at 9.3 µM | AID 504357 | actives 0.21% (n = 340,000) | cell-based MOR-DOR heterodimer luminescence, inverse agonism | P35372+P41143; in the data active = inhibition above about 22%, passing the limit was not always enough;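 note: 0% = cells with DMSO and 100% = wells without cells with DMSO; values of inactives mirror those of a sister screen read the other way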
V-ATPase pHluor = yeast V-ATPase proton transport regulation by pHLuorin; actives 0.37% (n = 350,000); S. cerevisiae, pHLuorin cytosolic pH fluorescence; AID 504577; response, % at 10 µM; in the data active = response mostly above about 7.3%, no sharp cut-off; inactive = mostly below about 5.4%; note: actives read high; inactives centre near 0; some compounds called inactive have numbers as strong as hits; reference of the scale not given here
Numbers without * were called inactive; x = not tested or not shown.

SMILES | Keap1 Nrf2 FP | Wnt act | Cardiac RTF inh | RTF Ca sens act | DSG3 Ab inh | OPRM1-OPRD1 ag | LANA DNA inh | Arrestin-AP2 inh | MOR-DOR inv ag | V-ATPase pHluor
COC(=O)C1=C(C)NC(=O)/C1=C\c1cc(C)n(-c2ccccc2)c1C | -3.5 | -0.4 | -9.7 | -1.0 | 100.2 | -1.8 | 1.0 | 2.0 | 10.3 | -1.4
CCCCCCCCC(=O)N/N=C(\C)c1ccc(O)cc1O | 0.2 | x | -24.2 | 0.2 | x | 0.5 | -0.5 | 5.2 | -2.7 | -0.3
Cc1cccc(N2CCN(C(=O)c3cc4ccccc4oc3=O)CC2)c1C | -1.4 | 5.1 | -0.6 | -2.5 | 98.8 | 1.2 | 1.8 | 7.1 | -6.7 | -3.9
CCOC(=O)N1CCC(N(CCN(C)C)C(=S)Nc2ccccc2OCC)CC1 | 0.7 | 0.6 | -1.7 | 2.8 | 100.3 | -1.1 | 0.2 | 12.8 | 5.4 | -2.6
N#Cc1nc(COc2ccc(Br)cc2)oc1N1CCN(Cc2ccccc2)CC1 | -7.3 | 0.8 | -6.4 | -0.3 | x | -0.3 | -4.3 | 4.9 | 1.3 | -2.5
O=C(Cn1c(=O)n(Cc2ccccc2)c(=O)c2cc(Cl)ccc21)NCC1CCCO1 (centres undefined) | -3.6 | 0.7 | 5.5 | -4.3 | 89.2 | -0.1 | -0.7 | 0.7 | 0.4 | -4.5
CCCCN1CC(COCc2ccccc2)Oc2cccc(Oc3ccc(OC)cc3)c2S1(=O)=O (centres undefined) | 3.3 | -8.7 | -6.9 | 1.9 | 97.8 | -2.4 | -0.3 | 22.8 | 11.2 | -1.5
c1ccc(CSC2=NCCS2)cc1 | -0.2 | 0.8 | -0.5 | 0.3 | 105.1 | -1.5 | 1.0 | -3.0 | 8.5 | 1.1
COc1cccc(CNC(=O)c2cccc(S(=O)(=O)N3CCN(C)CC3)c2)c1 | -7.2 | -2.9 | 1.1 | -2.2 | 116.3 | -1.4 | -0.5 | -23.7 | 7.2 | -2.1
NC(=O)C1CCN(C(=O)COc2cccc3cccnc23)CC1 | -2.3 | -7.1 | 4.2 | 3.3 | 90.0 | 2.7 | 0.9 | -9.1 | -19.8 | -2.3
CC(C)CC(=O)NC1(C(F)(F)F)NC(=O)N(c2ccccc2)C1=O (centres undefined) | -3.6 | 0.5 | -9.1 | 3.4 | 120.2 | -2.3 | -0.2 | 2.1 | 11.1 | -3.6
COC(=O)c1cc(C(=O)c2cc(Br)ccc2O)coc1=N | -2.0 | 1.5 | -8.6 | -4.8 | 98.8 | 0.0 | -0.6 | 31.0 | 0.1 | 1.1
CCc1ccc2c(c1)/C(=C/C(=O)c1cccs1)C(=O)N2 | -11.2 | x | -6.7 | 0.0 | x | 4.4 | -0.1 | -5.1 | -22.4 | 3.6
Cc1ccc(C)c(N2CCN(C(=O)CCc3nc(-c4ccc(Cl)cc4)no3)CC2)c1 | 1.1 | -0.5 | -3.7 | -5.9 | 96.3 | -0.9 | 2.8 | -6.2 | 4.5 | -2.2
O=C(NC(NC(=S)Nc1cc(Cl)ccc1Cl)C(Cl)(Cl)Cl)c1ccco1 (centres undefined) | -4.9 | 5.5 | -6.5 | 0.3 | 127.6 | -6.0 | 0.2 | -9.2 | 27.6 | -1.1
C=CCNC(=O)c1ccccc1NS(=O)(=O)c1ccccc1 | 2.4 | -0.8 | -2.9 | 2.3 | 108.7 | -1.1 | -3.1 | 4.2 | 4.7 | 0.8
CCOC(=O)C1CCCN(C(=O)c2cc(-c3ccco3)nc3ccccc23)C1 (centres undefined) | -0.4 | -6.1 | 4.7 | -5.8 | 84.3 | -1.1 | 1.2 | 14.6 | 5.3 | 1.1
NC(=O)CC1C(=O)N(c2ccc(F)cc2)C(=O)N1NC(=O)CCc1ccccc1 (centres undefined) | -1.2 | 0.1 | 2.3 | 0.3 | 100.9 | -2.6 | -0.1 | 4.3 | 14.2 | -1.2
COc1ccccc1NC(=O)CSc1nnc(CSc2nc(C)cc(C)n2)o1 | 1.3 | -0.4 | -6.6 | 4.7 | 98.8 | 0.1 | 0.4 | 1.5 | -0.4 | -2.9
CC(OC(=O)c1ccc(S(=O)(=O)NCc2ccco2)cc1)C(=O)Nc1ncc(Cl)cc1Cl (centres undefined) | -7.1 | x | -12.8 | 4.2 | 100.0 | 0.1 | -1.6 | 2.8 | -0.7 | -1.1
CCOCCCNC(=O)CN1C(=O)COc2ccc(S(=O)(=O)N3CCCCCC3)cc21 | 0.4 | 0.8 | -7.9 | 1.8 | 109.7 | -1.4 | -0.1 | 20.3 | 7.0 | -5.2
CSc1nsc(SCC(=O)N2CCCCC2)n1 | -6.6 | 14.1 | 3.0 | 3.0 | 107.4 | -1.4 | -0.4 | 3.1 | 7.0 | -0.2
CCCN1C(=O)C(=O)c2cc(Cl)ccc21 | -3.4 | -1.9 | -2.6 | -5.7 | 89.8 | 0.7 | -0.1 | 14.0 | -3.4 | 2.9
COc1ccc2c(CC(=O)OCC(=O)Nc3cccc(S(N)(=O)=O)c3)coc2c1 | -5.4 | -1.9 | -12.9 | 1.6 | 89.2 | -2.2 | -1.6 | 2.3 | 11.6 | -2.7
CCOc1cc(/C=N/NC(=O)NN(C)c2ncc(C(F)(F)F)cc2Cl)ccc1O | 2.2 | -1.6 | -0.3 | -1.1 | 110.8 | -1.6 | -4.1 | 3.0 | 8.1 | -1.1

Reprinted from the entries so far, 2 compounds:
SMILES | Keap1 Nrf2 FP | Wnt act | Cardiac RTF inh | RTF Ca sens act | DSG3 Ab inh | OPRM1-OPRD1 ag | LANA DNA inh | Arrestin-AP2 inh | MOR-DOR inv ag | V-ATPase pHluor
CCCCCCCCC(=O)N/N=C(\C)c1ccc(O)cc1O | 0.2 | x | -24.2 | 0.2 | x | 0.5 | -0.5 | 5.2 | -2.7 | -0.3
Cc1cccc(N2CCN(C(=O)c3cc4ccccc4oc3=O)CC2)c1C | -1.4 | 5.1 | -0.6 | -2.5 | 98.8 | 1.2 | 1.8 | 7.1 | -6.7 | -3.9

Later entries:
SMILES | Keap1 Nrf2 FP | Wnt act | Cardiac RTF inh | RTF Ca sens act | DSG3 Ab inh | OPRM1-OPRD1 ag | LANA DNA inh | Arrestin-AP2 inh | MOR-DOR inv ag | V-ATPase pHluor
COc1ccc(C(=O)n2nc(-c3ccccc3)nc2N)cc1OC | 2.1 | x | -5.6 | -2.6 | 103.0 | -0.9 | -4.4 | 17.7 | 4.7 | -6.9
CCOc1ccccc1OC(C)C(=O)Nc1ccc(S(=O)(=O)N2CCCC2)cc1 (centres undefined) | 1.8 | -1.2 | -3.7 | -3.8 | x | -0.4 | -0.2 | 4.5 | 2.3 | 3.0
CC[C@]1(C(=O)OC)[C@H]2C(=O)N(Cc3ccccc3)C(=O)[C@H]2[C@H]2CN(C)C(=NC)N21 | 2.6 | x | -4.4 | -5.2 | 108.5 | -3.1 | 0.6 | 2.4 | 15.2 | -1.0
CCCCNC(=O)[C@H]1C[C@H]1[C@@H](O)[C@H](CO)NC(=O)[C@H](Cc1ccccc1)NC(=O)OC(C)(C)C | -2.3 | 0.2 | -10.8 | -1.5 | 102.2 | -3.9 | -0.4 | -12.0 | 17.8 | -2.5
O=[N+]([O-])c1cccnc1Oc1cccnc1 | 1.1 | -3.7 | -11.0 | -2.8 | 110.1 | -0.8 | -2.3 | 50.8 | 4.2 | -6.3
O=C(Nc1ccccc1)N1N=C(c2cccs2)CC1c1cccs1 (centres undefined) | -6.4 | 2.5 | -27.0 | 4.8 | 126.8 | -2.0 | 2.2 | 11.2 | 10.8 | -1.9
Cc1c(NC(=O)C(C)Oc2cccc(F)c2)c(=O)n(-c2ccccc2)n1C (centres undefined) | -0.2 | -0.1 | 2.4 | -5.8 | 98.0 | -1.1 | -1.8 | -1.0 | 4.5 | 0.9
CC(C)(C)NC(=O)c1ccnc(C(C)(C)C)c1 | -4.8 | x | -10.5 | 14.1 | 99.8 | 1.4 | 0.1 | 0.4 | -7.9 | x
CCN(CC(=O)Nc1c(F)cccc1F)C(=O)C1CC(=O)N(CCc2ccc(OC)c(OC)c2)C1 (centres undefined) | -4.1 | 1.8 | -3.1 | 13.5 | 101.5 | -3.3 | 1.7 | -8.2 | 13.2 | 1.5
Cc1cccc(-n2ncc3c2CCCC3NC(=O)CC(F)(F)F)c1C (centres undefined) | -0.7 | -2.5 | -0.6 | -2.1 | 101.9 | -0.2 | -1.6 | -4.2 | 1.0 | 2.8
CCn1nc(C)cc1C(=O)N1CCCC(C(=O)c2ccc3ccccc3c2)C1 (centres undefined) | 1.0 | -2.1 | -5.8 | -5.9 | 98.5 | 1.0 | -0.3 | 17.2 | -4.9 | -0.7
COc1ccc(OC)c(C2/C(=C(/O)c3ccc(C)cc3)C(=O)C(=O)N2Cc2ccco2)c1 (centres undefined) | -2.4 | 4.4 | -6.6 | -1.1 | 90.0 | 0.4 | -0.3 | -3.9 | -2.3 | -1.8
N#CC1=C(N)Oc2n[nH]c(-c3cccs3)c2C1c1ccncc1 (centres undefined) | 1.5 | -0.3 | -2.1 | 4.7 | x | -0.8 | -0.2 | -1.9 | 3.7 | -5.4
CCc1noc(C)c1C(=O)NNC(=O)c1ccc(F)cc1 | -4.5 | 1.6 | -0.7 | 7.9 | 105.5 | -1.6 | 1.1 | -6.1 | 10.1 | 1.9
CC(C)NC(=O)CCCn1cc([N+](=O)[O-])cn1 | -0.6 | 1.3 | -5.2 | 3.6 | 116.3 | -0.9 | 0.2 | 4.8 | 4.3 | -3.0
CN(CC(=O)Nc1ccc(Br)cc1)Cc1ccccc1 | -6.4 | 1.3 | -5.0 | 6.5 | 118.9 | 3.8 | 0.8 | -12.7 | -18.8 | -1.0
O=C(N/N=C/c1cccnc1)/C(=C\c1cccs1)NC(=O)c1ccccc1 | -3.5 | x | -0.6 | 5.0 | 100.7 | -1.3 | 2.1 | -37.0 | 7.3 | -2.5
Cc1cccc(NC(=S)N2CCC(NC(=O)C3CCCCC3)CC2)c1 | -5.1 | -0.5 | -4.7 | -2.6 | 100.2 | -1.1 | 0.5 | 1.6 | 6.7 | 0.4
Cc1cc(C)n2[nH]c(=O)c(N=Nc3ccccc3)c2n1 | 1.9 | x | 7.0 | 0.6 | 99.9 | -2.6 | 0.5 | 3.2 | 14.9 | -0.7
CCCn1c(=O)[nH]c(=O)c2c1nc(-c1ccccc1OC(F)F)n2CCOC | -3.2 | x | -2.3 | -5.4 | 104.4 | -2.0 | 1.0 | 21.8 | 9.3 | 1.0

Whole records, quoted from the list.
Cc1c(NC(=O)C(C)Oc2cccc(F)c2)c(=O)n(-c2ccccc2)n1C (centres undefined) in the list: Keap1 Nrf2 FP = -0.2; Wnt act = -0.1; Cardiac RTF inh = 2.4; RTF Ca sens act = -5.8; DSG3 Ab inh = 98.0; OPRM1-OPRD1 ag = -1.1; LANA DNA inh = -1.8; Arrestin-AP2 inh = -1.0; MOR-DOR inv ag = 4.5; V-ATPase pHluor = 0.9
COc1ccc(C(=O)n2nc(-c3ccccc3)nc2N)cc1OC in the list: Keap1 Nrf2 FP = 2.1; Wnt act = x; Cardiac RTF inh = -5.6; RTF Ca sens act = -2.6; DSG3 Ab inh = 103.0; OPRM1-OPRD1 ag = -0.9; LANA DNA inh = -4.4; Arrestin-AP2 inh = 17.7; MOR-DOR inv ag = 4.7; V-ATPase pHluor = -6.9
